NS5 inhibitors: Dengue-2 NS5 methyltransferase inhibitors, primary screen, biochemical, confirmation dose response (AID 588689); Dengue-2 NS5 methyltransferase capping enzyme assay, biochemical; higher % means a stronger effect; inhibition, % at 25 µM; hits with a dose series show IC50 in µM; 340,000 compounds, 0.3% hits; in the data active = a potency from the dose series
UTI89 phage lysis: protection from phage-mediated lysis, alamar blue read-out – E. coli UTI89, K1F phage, bacterial capsule biogenesis inhibitors (AID 488966). one-dose inhibition, % at 100 µM; IC50 in µM for titrated hits. 340,000 compounds, 0.02% hits. E. coli UTI89 K1F phage lysis, alamar blue, 2 h; higher % means a stronger effect;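 active = phage lysis inhibition, versus mean bacterial control, above a set limit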;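 also: capsule biogenesis inhibitors block K1F phage lysis so surviving cells raise fluorescence; higher fluorescence means more inhibition of phage lysis; actives were called in the ten point dose series up to 300 µM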
NS5 inhibitors pilot replicate: second read-out of NS5 inhibitors, no call of its own (marks repeat the call); inhibition, %; measured here: pilot screen replicate inhibition
Active calls of the source: *; i = inactive; [ ] = remark or other dose. An excerpt. The share of hits here may be higher or lower than overall.

SMILES	NS5 inhibitors	UTI89 phage lysis	others
CCOc1ncccc1C(=O)Nc1cc(S(=O)(=O)N2CCCCCC2)ccc1OC	-3%	1.6%[50 µM]
COc1cc(C(=O)OCC(=O)Nc2ccc(S(=O)(=O)NC3=NCCCCC3)cc2)cc(OC)c1OC	-7%	-0.7%
CCOC(=O)C(Cc1ccc(O)cc1)Nc1nc2ccccc2o1 (centres undefined)	5%	13%
CCOC(=O)c1c(SCCN2CCCC2)n(-c2ccccc2)c(=S)n(-c2ccccc2)c1=O	-19%	0.6%
O=C(CCc1ccccc1)N[C@@H]1c2ccccc2CC[C@H]1OCc1ccccc1	-4%	0.1%	NS5 inhibitors pilot replicate=-7.3
C=CC(=O)Nc1cccc(Oc2cc(Cl)nc3[nH]ccc23)c1	1%	0.7%
Cc1ccc(S(=O)(=O)N2CCN(C(=O)CCC(=O)Nc3ccc(F)cc3F)CC2)cc1	-12%	1.3%[50 µM]
CC(=O)Nc1ccc(CCNC(=O)c2ccc3ccccc3c2O)cc1	0%	2.2%
CCOC(=O)[C@@H]1[C@H]2COc3ccc(Br)cc3[C@@H]2N2C(=O)N(c3cccc(Cl)c3)C(=O)[C@@]12C	1%	3.2%
Cc1ccc(C)c(NC(=O)CN(C)C(=O)CC2OC(=O)c3ccccc32)c1 (centres undefined)	7%	0.5%
COc1ccc(S(=O)(=O)Nc2cccc3c2O[C@@H](CN(C)Cc2ccc(C(=O)O)cc2)[C@@H](C)CN([C@H](C)CO)C3=O)cc1	6%	0.5%
COC(=O)[C@]1(C)N[C@H](CN(C)S(=O)(=O)c2ccc(F)cc2)[C@@H]2C(=O)N(C)C(=O)[C@@H]21	3%	0.3%	NS5 inhibitors pilot replicate=-3.0

In the list so far, these have a halogen.
SMILES	NS5 inhibitors	UTI89 phage lysis	others
C=CC(=O)Nc1cccc(Oc2cc(Cl)nc3[nH]ccc23)c1	1%	0.7%
Cc1ccc(S(=O)(=O)N2CCN(C(=O)CCC(=O)Nc3ccc(F)cc3F)CC2)cc1	-12%	1.3%[50 µM]
CCOC(=O)[C@@H]1[C@H]2COc3ccc(Br)cc3[C@@H]2N2C(=O)N(c3cccc(Cl)c3)C(=O)[C@@]12C	1%	3.2%
COC(=O)[C@]1(C)N[C@H](CN(C)S(=O)(=O)c2ccc(F)cc2)[C@@H]2C(=O)N(C)C(=O)[C@@H]21	3%	0.3%	NS5 inhibitors pilot replicate=-3.0

Further structures.
SMILES	NS5 inhibitors	UTI89 phage lysis	others
O=S(=O)(Nc1ccc(-n2cnnn2)cc1)c1ccc(Cl)s1	-2%	-0.1%
CNS(=O)(=O)c1cccc(C(=O)OCC(=O)c2ccc3[nH]c(=O)[nH]c3c2)c1	5%	-2.5%
COc1cccc(C=NNC(=O)c2ccncc2)c1O	-4%	0.0%
CCN(Cc1nc2cc(Cl)ccc2c(=O)[nH]1)C(=O)c1cc(C2CC2)nn1-c1ccccc1	-1%	-0.5%[50 µM]
C[C@H](CO)N1C[C@H](C)[C@@H](CN(C)C(=O)Nc2ccc3c(c2)OCO3)Oc2ccc(NS(=O)(=O)c3cn(C)cn3)cc2C1=O	-4%	0.8%
CC[C@]12c3[nH]c4cc(CCC(=O)N(C)C)ccc4c3CCN1C(=O)[C@@H](CC(=O)NCC13CC4CC(CC(C4)C1)C3)C[C@@H]2C(=O)N1CCN(C(=O)c2ccco2)CC1	5%	-0.2%	NS5 inhibitors pilot replicate=-1.5
COc1cc(OC)c2c(-c3cccc(-c4cccc(N)c4)c3)cc(=O)oc2c1	2%	0.2%	NS5 inhibitors pilot replicate=3.0
COc1ccccc1NC(=O)COC(=O)c1[nH]c(=O)[nH]c(=O)c1N	12%	0.4%[50 µM]
COc1ccc2c(COC(=O)[C@H](C)NS(=O)(=O)c3ccccc3F)cc(=O)oc2c1	6%	0.6%
O=C(COC(=O)C12CC3CC(CC(O)(C3)C1)C2)Nc1cccc(Br)c1	-4%	1.0%[50 µM]
Cn1c(N)c(C(=O)COC(=O)/C=C/c2ccc(Cl)c(Cl)c2)c(=O)n(C)c1=O	-6%	-1.4%
Cc1ccc(S(=O)(=O)N2CCOCC2)cc1NC(=O)CNCc1ccc(Cl)cc1Cl	-8%	0.1%[50 µM]

Already shown: an excerpt of the list.
SMILES	NS5 inhibitors	UTI89 phage lysis	others
O=S(=O)(Nc1ccc(-n2cnnn2)cc1)c1ccc(Cl)s1	-2%	-0.1%
CNS(=O)(=O)c1cccc(C(=O)OCC(=O)c2ccc3[nH]c(=O)[nH]c3c2)c1	5%	-2.5%
COc1cccc(C=NNC(=O)c2ccncc2)c1O	-4%	0.0%
CCN(Cc1nc2cc(Cl)ccc2c(=O)[nH]1)C(=O)c1cc(C2CC2)nn1-c1ccccc1	-1%	-0.5%[50 µM]
C[C@H](CO)N1C[C@H](C)[C@@H](CN(C)C(=O)Nc2ccc3c(c2)OCO3)Oc2ccc(NS(=O)(=O)c3cn(C)cn3)cc2C1=O	-4%	0.8%

Further structures follow.
SMILES	NS5 inhibitors	UTI89 phage lysis	others
Cn1c(N)c(C(=O)COC(=O)COc2cccc(Br)c2)c(=O)n(C)c1=O	2%	0.4%[50 µM]
CN(C)C(=O)CCc1ccc2c3c([nH]c2c1)[C@]1(C)[C@@H](C(=O)N2CCCCC2)C[C@H](CC(=O)NCCc2ccccn2)C(=O)N1CC3	-4%	0.0%	NS5 inhibitors pilot replicate=4.2
C[C@H]1CN([C@@H](C)CO)C(=O)Cc2cc(NC(=O)Nc3ccccc3)ccc2O[C@H]1CN(C)Cc1ccccc1	-7%	7.0%
NC(=N\N=CCc1ccccc1)/C(N)=N/N=CCc1ccccc1	-8%	-2.4%
Cn1c(-c2ccc(C#N)cc2)c(C#Cc2ccccc2)c2ccccc21	-1%	0.1%	NS5 inhibitors pilot replicate=0.6
O=C(COC(=O)c1ccc(F)c([N+](=O)[O-])c1)NC(=O)NCc1ccccc1	5%	-0.9%[50 µM]
O=C(NNC(=O)c1ccccc1Br)c1cnccn1	-1%	0.3%[50 µM]
ClCC(CNCc1ccccc1)c1ccccc1 (centres undefined)	8%	-2.9%
O=C(NCC(c1cccs1)N1CCOCC1)c1ccc(OCc2ccccc2)cc1 (centres undefined)	-7%	0.3%[50 µM]
CCC/C=C1/CCCOC(C(=O)NCc2ccc(C)o2)(C(F)(F)F)C1 (centres undefined)	-16%	-0.4%
O=S(=O)(c1cccc(Cl)c1)N1CCN(S(=O)(=O)c2ccc3c(c2)OCCO3)CC1	-5%	5.2%
CCCCN1C=C(C(=O)OCC)C(=O)CC1	-1%	0.2%	NS5 inhibitors pilot replicate=5.2
Cc1cccc2c1NC(=O)C2=O	-9%	-2.5%
O=C(NN=Cc1ccccc1OC(F)F)c1ccc(NS(=O)(=O)c2cccs2)cc1	3%	0.2%[50 µM]
CCCc1cc(=O)[nH]c(SCC(=O)Nc2ccc(C(=O)Nc3ccccc3OC)cc2)n1	-3%	1.5%
CCNC1CCC(Nc2ccnc3cc(Cl)ccc23)CC1 (centres undefined)	2%	i
Cc1sc2ncnc(N3CCC(C(=O)Nc4ccc(OC(F)F)c(Cl)c4)CC3)c2c1C	1%	-0.4%[50 µM]
CCOC(=O)C1CCCCN1C(=O)/C(=C/c1ccc(OC)cc1)c1ccc(OC)c(OC)c1 (centres undefined)	-3%	1.6%
O=C1c2ccccc2[C@@H]2C[C@@H](O)[C@H](Nc3ccccc3Cl)CCN12	-2%	0.6%	NS5 inhibitors pilot replicate=0.9
CC(=O)C[C@@H](O)CC(=O)[C@@H]1OC(=O)[C@H](C)C/C=C\Cc2ccccc21	-6%	-0.8%
CSCCC(NC(=O)c1ccccc1Cl)C(=O)NCC(c1cccs1)N(C)C (centres undefined)	0%	0.8%[50 µM]
O=C(O)c1ccc(Cl)c(S(=O)(=O)Nc2ccc(S(=O)(=O)N3CCCC3)cc2)c1	-5%	0.4%[50 µM]
CC(=O)C[C@@H](O)CC(=O)[C@@H]1OC(=O)CCCCCCc2ccccc21	-11%	0.7%
CC(C)CN(C(=O)COC(=O)c1cc(=O)[nH]c2ccccc12)c1c(N)n(Cc2ccccc2)c(=O)[nH]c1=O	-5%	0.9%[50 µM]
CCOC(=O)C(C(=O)OCC)C(c1ccccc1)N1CCN(c2ccccc2)CC1 (centres undefined)	-7%	-1.0%
Oc1cc(NCCN2CCOCC2)cc2cccnc12	15%	-0.5%
O=C1CCN(Cc2ccc(Cl)cc2Cl)C(=O)N1	-1%	-3.7%
O=S(=O)(NC1CCCCCC1)c1cccc(Cl)c1	-2%	-0.7%
Cc1ccc(S(=O)(=O)Nc2ccc3c(c2)C(=O)N([C@H](C)CO)C[C@H](C)[C@@H](CN(C)C(=O)Nc2ccc4c(c2)OCO4)O3)cc1	0%	-0.5%
O=C1[C@H](c2ccccc2)[C@@H](c2ccccc2)N1c1ccncc1	0%	-0.2%	NS5 inhibitors pilot replicate=5.4
O=C1c2ccccc2C(=O)N1CCC#Cc1ccc2cc(CCCO)oc(=O)c2c1	-7%	0.7%
O=C1NCCOC(=O)[C@@H](Cc2ccc(F)cc2)C/C=C\C[C@@H]1CC(=O)N(CCO)Cc1ccccc1	-2%	-0.9%
O=C(O)c1cn(-c2ccc(F)cc2)c2cc(N3CCNCC3)c(F)cc2c1=O	-6%	-16%
CC1Cc2ccccc2N1C(=O)COC(=O)c1ccc([N+](=O)[O-])o1 (centres undefined)	-8%	-1.5%[50 µM]
O=C(/C(=N/O)c1ccccc1)c1ccccc1	3%	0.3%
CC(CNCCCn1ccc(NC(=O)OCc2ccccc2)nc1=O)c1ccccc1 (centres undefined)	2%	0.1%	NS5 inhibitors pilot replicate=-0.6
CC(C)c1ccc(/C=c2\sc3n(c2=O)C(N)=C(C#N)C(c2ccc(C(C)C)cc2)C=3C(N)=O)cc1 (centres undefined)	-8%	0.2%
CCN(c1ccccc1)S(=O)(=O)c1cccc(C(=O)OCC(=O)c2c(N)n(C)c(=O)n(C)c2=O)c1	1%	-0.4%[50 µM]
CN(C)S(=O)(=O)c1ccc(N2CCCC2)c(C(=O)N2CCN(S(=O)(=O)c3ccc(F)c(F)c3)CC2)c1	-1%	0.8%[50 µM]
C=C1/C=C(\C)C(C)(O)CC(O)CC(=O)C(O)C(O)C(C)CC(C)OC(=O)/C(C)=C/CC/C=C/C(OC)C(O)CC(C)C1 (centres undefined)	-9%	2.3%
Cn1nnnc1Sc1ncnc2scc(-c3ccc4c(c3)OCO4)c12	-10%	0.3%
COc1ccc(OC)c(NC(=O)COC(=O)CCc2nc3ccccc3c(=O)[nH]2)c1	-14%	-0.5%
O=S(=O)(c1ccccc1)N1CCN(S(=O)(=O)c2ccccc2)c2ccccc21	-3%	-0.1%
COc1cc(OC)c2c(c1)OC(=O)CC2c1cc(OC)c(OC)c(OC)c1 (centres undefined)	-6%	-0.1%	NS5 inhibitors pilot replicate=3.3
CC12CCC(=O)C=C1CCCC2=O (centres undefined)	0%	-1.8%
O=C1Nc2ccccc2C1=Nc1ccccc1-c1ccccc1	-1%	-2.0%
C=CC[C@@H](CC(=O)OC(C)(C)C)C(=O)OC[C@@H]1CCCN1C(=O)[C@@H](CC=C)CC(=O)N(CCO)Cc1ccccc1	-8%	-0.4%
COC1OC(O)C(NC(=O)C(F)(F)F)CC1O (centres undefined)	3%	2.0%
CCN(CC(=O)NCc1cccs1)C(=O)c1ccc(Cl)c(Cl)c1	-1%	0.6%[50 µM]
CCOc1ncccc1C(=O)NNC(=O)c1cccc(S(=O)(=O)N2CCOCC2)c1	-4%	0.3%[50 µM]
COc1ccccc1C(=O)NCCC(=O)N1CCN(C(=O)c2ccco2)CC1	1%	1.1%[50 µM]
Cn1nc(SCc2ccccc2)c(=O)n(C(c2ccccc2)c2ccccc2)c1=O	-9%	0.9%
Nc1nc2cc(Cl)c(Br)cc2o1	-2%	-2.7%
O=C1NC(=O)C(Cc2ccc(Cl)cc2)(c2ccccc2)N1 (centres undefined)	-11%	-2.8%
O=C(COC(=O)C1CC1)NCCc1ccccc1	-4%	-1.3%
C[C@H](CO)N1C[C@H](C)[C@@H](CN(C)C(=O)Nc2ccc(F)cc2)Oc2ccc(NS(C)(=O)=O)cc2C1=O	-10%	2.6%
O=C(C[C@H]1C/C=C\C[C@@H](Cc2ccc(F)cc2)C(=O)O[C@@H](c2ccccc2)CNC1=O)NCCO	-4%	0.8%
CCOC(=O)C1C(=O)C(=O)N(C(C)C)C1C(=O)OCC (centres undefined)	-7%	-1.0%
O=C(c1ccc(Cl)cc1)C1CCN(C(=O)c2ccccc2F)CC1	-5%	0.3%
Nc1ccc2c(c1)C(=NO)c1cc([N+](=O)[O-])ccc1-2	10%	-0.1%

Brought forward from above: two entries, followed by the next part.
SMILES	NS5 inhibitors	UTI89 phage lysis	others
O=C(c1ccc(Cl)cc1)C1CCN(C(=O)c2ccccc2F)CC1	-5%	0.3%
Nc1ccc2c(c1)C(=NO)c1cc([N+](=O)[O-])ccc1-2	10%	-0.1%
c1ccc(-c2ccc(-c3ccccc3)[nH]2)cc1	-2%	-1.6%
CCOC(=O)C1=CN(Cc2cccc(-c3ccc4c(c3)OCO4)c2)S(=O)(=O)N(C)C1C (centres undefined)	-2%	0.2%	NS5 inhibitors pilot replicate=4.2
Cc1ccc(C(=O)O)c(NC=O)c1OCc1ccccc1	6%	0.1%
O=C1C=C(c2ccccc2)CO1	-2%	-0.2%
COc1ccc(-c2oc(=O)c3cc(OC)c(OC)cc3c2C#CCCO)cc1	3%	0.1%	NS5 inhibitors pilot replicate=-3.6
CC(C)C(=O)N1CCN(c2ccccc2NC(=S)NC(=O)/C=C/c2ccco2)CC1	0%	-0.9%
COc1ccc(Cl)cc1C(=O)NNC(=O)c1ccc(F)c(S(=O)(=O)N2CCOCC2)c1	12%	1.9%

From PubChem BioAssay
